ASAP1 inh = inhibitors of human ASAP1 ArfGAP activity | ASAP1-stimulated ARF1 GTP hydrolysis, GDP FP detection | 360,000 tested, 0.19% active | inhibition, % at 16.5 µM | Q9ULH1; in the data active = inhibition above about 25%;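 note: 0% = vehicle with enzyme and substrate and 100% = no enzyme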
TDP2 absorb = TDP2 (human) inhibition, absorbance primary screen; inhibition, % at 12.8 µM; O95551; recombinant TDP2, T5PNP hydrolysis, p-nitrophenol absorbance 415 nm; AID 720702; 370,000 tested, 0.34% active;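 active = inhibition above the mean of all tested compounds plus 3 SD, set per campaign, cut at about 25% in these data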;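 note: 0% = DMSO with enzyme and 100% = buffer with substrate but no TDP2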
Target sequence (O95551 whole entry, looked up): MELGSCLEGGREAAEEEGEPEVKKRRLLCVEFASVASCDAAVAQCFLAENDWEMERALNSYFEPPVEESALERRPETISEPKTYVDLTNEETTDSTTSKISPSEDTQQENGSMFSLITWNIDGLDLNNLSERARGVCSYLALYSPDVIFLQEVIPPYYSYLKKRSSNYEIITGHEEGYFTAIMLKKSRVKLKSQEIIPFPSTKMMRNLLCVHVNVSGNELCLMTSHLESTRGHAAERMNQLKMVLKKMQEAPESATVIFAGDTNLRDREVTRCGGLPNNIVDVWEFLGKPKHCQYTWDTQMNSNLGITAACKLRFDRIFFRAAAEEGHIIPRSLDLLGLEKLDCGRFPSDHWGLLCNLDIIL
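Assay system: recombinant human TDP2 / Reagent: T5PNP substrate at 5 mM, a TopII-DNA adduct mimic / Measured by: epi absorbance from released p-nitrophenol / Evaluation: % inhibition relative to enzyme-containing and enzyme-free wells / Control set: enzyme-free and DMSO wells / Replicates: each compound tested once, singlicate / Schedule: enzyme reaction with compound for 2 h at 37 °C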
Tn6 DDE FP = DD(E)-Tn6 binding inhibition, primary FP screen; P02675; Fibrin DD(E) TRITC-Tn6 fluorescence polarization displacement; inhibition, % at 8.3 µM; 370,000 tested, 0.21% active;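 active = inhibition above a per-campaign cutoff: mean of compounds within control limits plus 3 SD, cut at about 15% in these data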;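 note: 0% = median of all compound wells on the plate and 100% = blocking peptide control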
PLCg1 inh = inhibitors of human phospholipase C gamma1; inhibition, % at 12.2 µM; AID 720700; purified PLC-gamma1, fluorogenic substrate, fluorescence; 370,000 tested, 0.84% active; in the data active = inhibition above about 9.5%
DDE Tn7 FP inh = inhibitors of Tn7 peptide binding to human fibrin DD(E); FP displacement of FITC-Tn7 peptide from fibrin DD(E); 0% = median of compound wells per plate; inhibition, % at 8.3 µM; 370,000 tested, 0.13% active; AID 720508;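 active = inhibition above the mean of compounds falling within the control limits plus 3 SD of them, cut at about 14% in these data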;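 note: 0% = plate median of compound wells and 100% = 10 µM Aha-Tn7 peptide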
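Test system: human clot-derived fibrin DD(E) complex / Quantity: 2 µM final DD(E) protein / Incubation: 10 min plus 3 h, room temperature / Measured by: fluorescence polarization / Benchmarks: high control of 10 µM Aha-Tn7 peptide / Replicates: singlicate testing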
ARFGAP1 inhibitor = inhibitors of rat ARFGAP1. Q62848. Arfgap1-stimulated ARF1 GTP hydrolysis, GDP FP detection. inhibition, % at 16.5 µM. 360,000 tested, 0.26% active. AID 651572;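 active = inhibition above a per-plate limit, mean inhibition of low control wells plus 3 SD, cut at about 25% in these data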;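 note: 0% = DMSO wells with enzyme and 100% = wells lacking Arfgap1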
Target sequence (Q62848 1-136 limits assumed): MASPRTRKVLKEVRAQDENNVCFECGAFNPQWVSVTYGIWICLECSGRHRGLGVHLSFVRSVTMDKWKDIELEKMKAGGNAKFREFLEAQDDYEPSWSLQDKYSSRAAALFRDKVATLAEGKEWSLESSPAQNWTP
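Material: rat Arfgap1 GAP domain (His6, aa 1-136), purified enzyme. Also added: human ARF1(Δ1-17)-GTP substrate. Compound dosing: 16.5 µM single point, 1.26% DMSO. Timing: enzyme reaction 120 min at 25 °C after 20 min preincubation. Signal: GDP detection by fluorescence polarization. Read-out basis: percent inhibition of GAP-stimulated GDP formation, scaled between DMSO and no-Arfgap1 medians.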
ADAM10 inh = ADAM10 inhibition, QFRET primary screen | 370,000 tested, 0.62% active | recombinant ADAM10, EDANS/DABCYL FRET peptide cleavage, 3 h | O14672 | inhibition, % at 7 µM | AID 720582;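 active = inhibition above a per-campaign cutoff equal to the mean of compounds falling between control-based bounds plus 3 SD, cut at about 20% in these data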;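 note: 0% = DMSO wells while the 100% control is not disclosed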
Target sequence (O14672 214-748 limits assumed): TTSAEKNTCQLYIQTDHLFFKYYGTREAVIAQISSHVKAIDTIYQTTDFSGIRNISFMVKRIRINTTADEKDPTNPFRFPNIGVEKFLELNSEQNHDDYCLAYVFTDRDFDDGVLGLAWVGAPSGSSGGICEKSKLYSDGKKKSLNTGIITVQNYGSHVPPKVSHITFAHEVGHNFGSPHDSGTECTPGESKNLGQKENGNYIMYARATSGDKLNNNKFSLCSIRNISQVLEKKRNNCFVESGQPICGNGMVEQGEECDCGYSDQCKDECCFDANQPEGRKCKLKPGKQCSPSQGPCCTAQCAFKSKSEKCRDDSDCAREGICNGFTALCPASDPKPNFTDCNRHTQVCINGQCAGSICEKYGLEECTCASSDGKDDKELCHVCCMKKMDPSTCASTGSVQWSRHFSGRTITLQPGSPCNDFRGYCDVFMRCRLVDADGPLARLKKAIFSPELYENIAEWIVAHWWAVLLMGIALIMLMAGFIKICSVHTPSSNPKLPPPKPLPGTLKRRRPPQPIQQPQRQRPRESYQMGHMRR
ADAM17 inh = ADAM17 inhibition, QFRET primary screen; P78536; recombinant ADAM17, EDANS/DABCYL FRET peptide cleavage; inhibition, % at 6.95 µM; 370,000 tested, 0.83% active; AID 720648;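 active = inhibition above the mean of compounds lying between control limits plus 3 SD, set per campaign, cut at about 8.5% in these data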;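 note: 0% = DMSO-only wells as the low control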
PLC-beta3 inh = blocks human PLC-beta3 enzyme activity; Q01970; Purified PLC-beta3, fluorogenic substrate, fluorescence; inhibition, % at 12.2 µM; 370,000 tested, 0.18% active; AID 720704; in the data active = inhibition above about 11%;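 note: 0% = median of compound wells on plate and 100% = full blocker control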
SIAE inh = inhibitors of human sialic acid acetylesterase SIAE; Q9HAT2; SIAE FP-Rh probe binding, fluorescence polarization; inhibition, % at 9.66 µM; 370,000 tested, 0.69% active;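 active = inhibition above a cutoff: mean of compounds within the control limits plus 3 SD of those, cut at about 17% in these data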;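 note: 0% = plate median of compound wells and 100% = probe without SIAE protein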
An asterisk follows results filed as active; i = inactive; x = not tested or not shown.

ASAP1 inh	ADAM10 inh	DDE Tn7 FP inh	PLC-beta3 inh	SIAE inh	TDP2 absorb	ARFGAP1 inhibitor	ADAM17 inh	Tn6 DDE FP	PLCg1 inh	structure
6	-1	3	-6	3	8	2	-3	2	2	COc1ccccc1NC(=S)N1CCN(c2nc(-c3ccccc3)cs2)CC1
4	1	9	-8	1	-12	7	-4	4	-4	O=C(NCC(=O)N(Cc1cccs1)C(C(=O)NC1CCCCC1)c1ccncc1)c1ccco1 (stereo not drawn)
17	-3	-2	2	4	-11	-10	-2	2	-3	Cc1cccc(C)c1NC(=O)COC(=O)CCC(=O)c1cccs1
4	5	-6	-7	-1	18	-3	-3	2	1	COc1cc(NC(=O)CN2C(=O)COc3ccc(S(=O)(=O)N4CCOCC4)cc32)cc(OC)c1
-11	6	-8	4	4	-2	0	4	9	7	O=[N+]([O-])c1ccc(N=Nc2ccc(O)cc2O)cc1
-3	2	-5	-3	-4	3	1	-5	3	0	CCOc1cc(N2CCOCC2)c(OCC)cc1NC(=O)CSc1ncn[nH]1
-8	-26	-4	-3	9	2	6	-7	-1	0	Cc1cc2ccccc2c(=O)n1CC(=O)Nc1ccc2c(c1)OCO2
2	-11	-7	-6	-4	-3	4	-10	-2	0	Cc1cccc(N(Cc2cc3ccccc3[nH]c2=O)C(=O)c2cccs2)c1
11	-12	-6	-5	2	-3	-3	-4	0	1	CC(CC(=O)Nc1cc(S(=O)(=O)N2CCOCC2)ccc1OCC(F)(F)F)c1ccccc1 (stereo not drawn)
6	-90	-3	-34	-15	-7	11	-28	-2	-32	O=c1c2ccccc2sc2ccc(C#CC3(O)CCCCC3)cc12
-8	5	1	-1	2	5	-14	1	-1	1	COc1cc(C)c(C(N)=O)c(OC)n1
6	5	4	10	-6	-13	7	-1	3	10*	Cc1ccc(-n2nnnc2-c2cnc(-c3cccnc3)nc2C(F)(F)F)cc1
-5	0	-4	-3	-7	5	-12	-1	4	2	OC(CNCc1cccnc1)COc1ccc2ccccc2c1 (stereo not drawn)
2	3	9	1	-3	4	0	-3	-5	3	C#C[C@]1(O)CCC2C3CCC4=Cc5oncc5CC4(C)C3CCC21C (stereo partly drawn)
0	8	-4	1	5	-4	4	2	-1	11*	O=C(O)CCC(=O)CCC(=O)c1ccc(Cl)cc1
3	7	7	3	-7	-4	1	-3	2	2	CCOc1ccc(OCC)c(NC(=O)CSc2nnnn2CC)c1
2	-5	3	-4	7	0	-1	0	8	-6	Cc1ccc(/C=C/C(=O)NCc2ccc3c(c2)OCO3)o1
-3	3	-6	6	-2	-3	-2	-2	-8	1	CC1CCCCC1NC(=O)C1CCN(S(=O)(=O)c2cccc3nsnc23)CC1 (stereo not drawn)
x	1	-2	2	7	-1	x	-3	0	2	C[C@@H]1CCCN1c1ccc2c(c1)OCCCN(C1CC1)S2(=O)=O
-8	-12	-2	-65	0	-11	10	-6	1	-36	c1ccc(CSc2nnc3ccc(-c4ccco4)nn23)nc1
-2	-5	3	-8	6	-4	4	-3	0	2	CCOc1ccccc1NC(=O)CNC(=O)N1CC(=O)Nc2ccccc21
-12	5	10	1	4	-8	-2	2	-1	3	O=C(CN(Cc1ccccc1)C1=NCCS1)c1ccccc1
-3	-2	6	5	-1	-1	-2	0	-2	2	COC(=O)C1=C(C)N(Cc2ccccc2C(F)(F)F)C(=NCc2ccccc2)NC1c1ccc(F)cc1 (stereo not drawn)
1	-289	-4	-32	6	1	9	-99	6	-18	Cc1ccc(-c2nc(C#N)c(N3CCC(C)CC3)o2)cc1
9	2	2	-3	3	-1	10	-6	1	-2	CCCc1nc2c(nnn2Cc2ccccc2F)c(=O)[nH]1

The final 2 records of the section above lead into the next.
ASAP1 inh	ADAM10 inh	DDE Tn7 FP inh	PLC-beta3 inh	SIAE inh	TDP2 absorb	ARFGAP1 inhibitor	ADAM17 inh	Tn6 DDE FP	PLCg1 inh	structure
1	-289	-4	-32	6	1	9	-99	6	-18	Cc1ccc(-c2nc(C#N)c(N3CCC(C)CC3)o2)cc1
9	2	2	-3	3	-1	10	-6	1	-2	CCCc1nc2c(nnn2Cc2ccccc2F)c(=O)[nH]1
-7	-3	-4	-3	0	-1	-13	3	5	-2	Cc1cc(C)cc(CC(=O)N2CCC2(C)C(=O)NS(=O)(=O)c2cccc(OC(F)F)c2)c1 (stereo not drawn)
2	-36	-1	3	3	0	-12	-11	2	2	CCC(=O)Nc1ccc2c(c1)nc(CCN1CCN(c3ccccn3)CC1)n2C
-12	i	3	i	3	7	-4	-320	6	i	COc1cc2sc(-c3ccc(S(C)(=O)=O)cc3)c(C(=O)NCCCCO)c2cc1OC
-9	-39	2	-47	-1	-6	-1	-13	3	-29	CCCN(C(=O)Cc1ccc(S(=O)(=O)N2CCOCC2)s1)c1c(N)n(Cc2ccccc2)c(=O)[nH]c1=O
8	-7	-5	1	-2	-13	7	7	7	10*	CCOC(=O)c1oc2ccccc2c1COC(=O)C(C)NC(=O)c1ccco1 (stereo not drawn)
1	8	-2	10	-2	-21	3	3	-4	3	CCc1ccc(NC(=O)C(=O)NCC(O)c2ccccc2)cc1 (stereo not drawn)
0	-5	7	-2	3	5	3	-4	-3	6	O=C(NCc1ccc(F)cc1)OC1CC2CC1[C@H]1CCCCN1C2=O (stereo partly drawn)
3	-2	5	-3	0	9	-7	-1	8	2	O=C(CNCc1ccccc1)Nc1ccc(Cl)cc1
3	-3	10	-2	-7	-1	10	-1	-7	-1	COc1ccccc1CNC(=O)COn1nnc2ccc(S(=O)(=O)N3CCOCC3)cc21
-2	4	6	0	0	5	8	-2	-3	1	C[C@H](CO)N1C[C@H](C)[C@@H](CN(C)S(=O)(=O)c2ccc(F)cc2)Oc2ccc(NC(=O)Cc3ccccc3)cc2C1=O
6	-3	1	-112	7	1	-3	1	1	-70	Cc1ccc(Nc2nc(Cl)c(C=O)s2)cc1
3	-3	5	-3	-8	-25	0	3	2	7	Cc1ccc(S(=O)(=O)C(CNC(=O)C(C)C)c2cccs2)cc1 (stereo not drawn)
-9	-4	-1	-2	-6	-1	-14	3	1	0	CC(=O)C1=C(c2ccccc2)NC(=S)NC1c1cc(Cl)c(OC(C)C)c(Cl)c1 (stereo not drawn)
-5	24*	3	5	3	-22	5	6	2	10.0*	O=C(CSC1CS(=O)(=O)c2cc([N+](=O)[O-])ccc21)NNC(=O)c1ccccc1 (stereo not drawn)
10	-10	6	-1	2	1	-4	-4	3	0	C[C@@H]1CN([C@H](C)CO)C(=O)CCCn2cc(nn2)CO[C@H]1CN(C)C(=O)Cc1ccccc1
-12	1	-2	-4	-4	1	9	-2	1	3	COc1ccc(CCNC(=O)CCCc2nnc3n(C)c(=O)c4sccc4n23)cc1OC
-8	10	-7	0	0	-9	1	6	4	6	O=[N+]([O-])c1ccc(-c2nc(=S)c3c(o2)CCCC3)cc1
-4	10	-1	3	-4	-15	4	6	-1	9.8*	CCOc1ccc(S(=O)(=O)N(C)c2ccc(OCC(=O)N3CCOCC3)cc2)cc1
-3	7	3	-4	2	1	6	-5	-6	4	COc1ccc(NC(=O)NNC(=O)c2ccc3ccccc3c2)cc1OC
-11	4	4	0	10	10	-16	-3	2	2	O=c1cc(-c2ccccc2Cl)oc2ccc([N+](=O)[O-])c(O)c12
-13	6	6	-1	-3	18	-7	1	-3	-2	O=C(COC(=O)C1CCN(c2ccc(C(F)(F)F)cn2)CC1)c1ccc(Cl)cc1
2	0	-4	-7	-7	1	-17	-5	3	-1	CS(=O)(=O)c1ccc(Cl)c(NC(=O)COC(=O)/C=C/c2cnc3ccccc3n2)c1
-3	1	8	4	-6	7	4	1	4	0	CCC(=O)Nc1cccc(NC(=S)NC(=O)c2cccs2)c1
0	-3	3	4	-4	3	11	2	7	1	CCOC(=O)NC(NC(=S)Nc1ccccc1OC)C(Cl)(Cl)Cl (stereo not drawn)
11	-33	2	-10	-7	5	13	-8	2	-2	NC(=O)c1ccc(-c2c(-c3ccccc3)sc3ccccc23)cc1

Continued.
ASAP1 inh	ADAM10 inh	DDE Tn7 FP inh	PLC-beta3 inh	SIAE inh	TDP2 absorb	ARFGAP1 inhibitor	ADAM17 inh	Tn6 DDE FP	PLCg1 inh	structure
0	-11	2	-9	-7	1	-5	-3	-4	-5	N#CC1=C(SCC(=O)Nc2ccc(C(=O)O)cc2)NC(=O)CC1c1ccco1 (stereo not drawn)
20	14	4	5	-1	-6	10	5	3	2	O=C(Nc1cccc(C(F)(F)F)c1)OCCN1CCN(Cc2ccccc2)CCC1=O
2	8	0	-3	-2	-11	10	4	8	1	Cc1cccc(Nc2nc(-c3ccc(F)c(C)c3)cs2)n1
11	-9	1	0	3	-1	5	-1	-7	0	COc1ccccc1C(=O)C1CCCN(C(=O)CCc2ccccn2)C1 (stereo not drawn)
-2	-3	-8	-10	9	16	0	1	4	2	CCC(C)c1ccccc1N1CC(C(=O)N2CCN(S(=O)(=O)c3cccc([N+](=O)[O-])c3)CC2)CC1=O (stereo not drawn)
18	11	7	-1	-3	2	5	6	2	-2	COc1cccc(-c2cc(N)nn2C(=O)Nc2ccc(Cl)cc2)c1
-10	-2	-7	-187	-11	4	-4	-6	-2	-120	N#C/C(=C\c1ccc(C(=O)O)cc1)c1nc2sc3c(c2c(=O)[nH]1)CCCC3
-5	0	-7	-4	0	11	8	-1	11	3	O=C(O)c1cccnc1SC1CC(=O)N(c2ccc(OC(F)F)cc2)C1=O (stereo not drawn)
14	-9	-3	-1	-1	-3	-5	-5	0	1	CCOc1ccc(NC(=O)CCn2ccnc2)cc1
-6	6	3	2	3	8	8	-2	-1	2	COc1cccc(NC(=O)N2CCC(NC(=O)C(Cc3ccccc3OC)NC(C)=O)CC2)c1 (stereo not drawn)
-17	0	-2	2	-4	-3	13	-3	2	-3	COc1ccc(NC(=O)CSCC(=O)N2CCCc3ccccc32)cc1
3	-11	5	-106	-5	11	-5	-4	-1	-80	Oc1ccc(-c2[nH]ncc2-c2nc3ccccc3s2)c(O)c1
3	-6	6	2	-2	8	-6	-3	1	-1	CN(C)c1ncnc2c1C(c1ccccc1)C(C)(C)O2 (stereo not drawn)
-6	1	0	-2	2	-11	8	1	1	3	CCN(CC)C(=O)c1ccc(C(=O)c2c(C)cc(C)cc2C)cc1
7	-7	8	-11	-11	-1	19	0	-1	-6	COc1ccc2sc(-c3ccccc3OC)c(C#CC(C)(C)O)c2c1

Individual results from the results shown:
ARFGAP1 inhibitor, `N#CC1=C(SCC(=O)Nc2ccc(C(=O)O)cc2)NC(=O)CC1c1ccco1` (stereo not drawn) is entered as -5
PLC-beta3 inh, `CCOc1ccc(NC(=O)CCn2ccnc2)cc1` is entered as -1
